Pin1 inhibitor: inhibitors of human Pin1; 390,000 tested, 0.009% active; Pin1 FP peptide displacement, HiFluor488, 10 min; Potency, µM (doses to about 115 µM), for inactives: at the highest dose activity, negative = inhibition, usual class: inhibitors; AID 504891; Q13526; active = well fitted inhibition curve with a large enough effect in the polarisation, with a control signal flat, not every such curve was filed as active; inconclusive = small, poorly fitted or top-dose-only effect, or effect the other way, or a change in a side signal; inactive = no such curve, though single readings can be large or run the other way; the % refers to the polarisation; note: % is set by controls: 0 for no effect and ±100 for the full control effect
Target sequence (Q13526 whole entry, looked up): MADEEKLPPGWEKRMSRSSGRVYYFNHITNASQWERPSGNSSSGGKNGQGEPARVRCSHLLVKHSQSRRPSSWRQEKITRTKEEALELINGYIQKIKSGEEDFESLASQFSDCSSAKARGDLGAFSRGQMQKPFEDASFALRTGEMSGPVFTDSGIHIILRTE
RGS4 inh: human RGS4 inhibition. P49798. Transcreener GDP fluorescence polarization, RGS4-accelerated GTP hydrolysis. Potency, µM (titrated, usually from 114 µM), for inactives: at the highest dose activity change, negative = inhibition, actives largely listed as inhibitors. 390,000 tested, 0.039% active; note: % is set by controls: 0 for no effect and ±100 for the full control effect; nearly all actives have a fitted effect of over 75% in size; some results filed as inactive show a strong effect at the top dose
Target sequence (P49798 whole entry, looked up): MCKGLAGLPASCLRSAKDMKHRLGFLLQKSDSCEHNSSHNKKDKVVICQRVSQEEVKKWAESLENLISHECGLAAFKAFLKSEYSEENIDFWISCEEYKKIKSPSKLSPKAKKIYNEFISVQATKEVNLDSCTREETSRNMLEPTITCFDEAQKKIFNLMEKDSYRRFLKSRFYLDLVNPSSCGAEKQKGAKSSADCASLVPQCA
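MLSMR compounds (23 nl, pin-transferred) preincubated 10 min at room temperature with a 500nM (2x) first reagent, then RGS4 at 900nM (2x) plus Transcreener GDP mix added; fluorescence polarization (620/688 nm) read before and after 90 min at 30 °C.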
PGK inhibitor: blocks T. brucei phosphoglycerate kinase; PGK/GAPDH coupled, Kinase-Glo luminescence, 60 min; Potency, µM (highest dose often 57.5 µM), for the others: top-dose activity change, negative = inhibition, most hits filed as inhibitors; 380,000 tested, 0.043% active; AID 602233; note: % is set by controls: 0 for no effect and ±100 for the full control effect; nearly all actives have a fitted effect of over 60% in size
Target sequence (P07378 whole entry, looked up): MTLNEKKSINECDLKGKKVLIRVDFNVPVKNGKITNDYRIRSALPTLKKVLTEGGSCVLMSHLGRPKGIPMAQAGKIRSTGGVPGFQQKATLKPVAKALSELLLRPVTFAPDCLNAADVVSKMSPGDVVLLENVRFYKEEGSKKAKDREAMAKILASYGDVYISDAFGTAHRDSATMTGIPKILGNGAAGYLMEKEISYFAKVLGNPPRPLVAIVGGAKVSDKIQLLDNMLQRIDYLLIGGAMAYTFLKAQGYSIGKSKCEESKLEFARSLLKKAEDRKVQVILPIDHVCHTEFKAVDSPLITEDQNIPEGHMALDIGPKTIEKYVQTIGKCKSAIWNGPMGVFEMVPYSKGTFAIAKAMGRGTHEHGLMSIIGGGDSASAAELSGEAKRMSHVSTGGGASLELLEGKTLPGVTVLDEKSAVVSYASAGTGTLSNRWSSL
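Recombinant glycosomal PGK reaction used 1,3-bisphosphoglycerate generated in-well by GAPDH (100nM final) in 100mM TEA pH 7.6, 5mM MgCl2, 0.01% Tween-20. After 60 minutes at room temperature, ATP was read by Kinase-Glo Plus luminescence end-point.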
JMJD2A Tudor: blocks the human JMJD2A Tudor domain; O75164; AlphaScreen JMJD2A-Tudor / H3K4me3 peptide binding; Potency, µM (top dose mostly 114 µM), without a hit: at the highest dose activity change, negative = inhibition, hits mostly inhibitors; 390,000 tested, 4.4% active; AID 504339; note: % is set by controls: 0 for no effect and ±100 for the full control effect; nearly all actives have a fitted effect of over 50% in size
HP1b chromo inh: inhibitors of HP1-beta chromodomain binding to methylated histone tails. Potency, µM (series often up to 114 µM), for the others: top-dose activity change, negative = inhibition, actives largely listed as inhibitors. 390,000 tested, 0.56% active. AlphaScreen HP1-beta / biotin-H3K9me3 peptide binding. P83916. AID 540317; note: nearly all actives have a fitted effect of over 70% in size; inactives centre near 23
Target sequence (P83916 whole entry, looked up): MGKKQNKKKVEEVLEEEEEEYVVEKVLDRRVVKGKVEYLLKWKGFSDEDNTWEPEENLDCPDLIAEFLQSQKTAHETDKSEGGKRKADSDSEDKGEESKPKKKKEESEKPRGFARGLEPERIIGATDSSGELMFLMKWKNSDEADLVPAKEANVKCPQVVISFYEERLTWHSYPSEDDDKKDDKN
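AlphaScreen: HP1-beta (50 nM) preformed 30 min with biotin-H3(1-18)K9me3 peptide (50 nM) in PBS pH 7.4, 0.01% Tween-20. Compound added for 30 min at RT, then streptavidin donor/nickel chelate acceptor beads (10 ug/mL) for 30 min.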
ERG-DNA inh: ERG Ets/DNA interaction inhibition; fluorescence polarization, His-ERG Ets domain / labelled DNA; Potency, µM (highest dose often 76.9 µM), for the others: at the top dose FP activity, negative = inhibition, usual class: inhibitors; 370,000 tested, 0.028% active; active = well fitted inhibition curve with a large enough effect in the polarisation, with a control signal flat; inconclusive = small, poorly fitted or top-dose-only effect, or effect the other way, or a change in a side signal; inactive = no such curve, though single readings can be large or run the other way; the % refers to the polarisation;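 note: polarization taken with two DNA probes labelled with fluorescein and Texas red; % of control where 0% means no effect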
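His-tagged ERG Ets domain (1 uM in the protein solution; 300mM KCl, 50mM Tris-HCl, 1mM EDTA, 1mM DTT, pH 7.5) received compound, then a probe mix of 5 nM fluorescein-DNA and 100nM Texas-615-DNA. Fluorescence polarization was read for both dyes.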
12-LOX inh: ALOX12 (human) lipoxygenase inhibition; P18054; purified 12hLO, xylenol orange hydroperoxide absorbance; Potency, µM (doses to about 108 µM), without a hit: at the highest dose activity change, negative = inhibition, actives largely listed as inhibitors; 580,000 tested, 1.1% active; AID 1671190; note: % is set by controls: 0 for no effect and ±100 for the full control effect
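Purified human 12hLO at 150 nM in 25 mM Hepes, 0.01% Triton X-100, pH 7.0, preincubated 15 min at room temperature with compound. Reaction started with 40 uM arachidonic acid, 30 min at room temperature. Hydroperoxide measured by Fe-xylenol orange, 573/405 nm absorbance ratio.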
GLS inh: glutaminase GLS (human) inhibition; GLS enzymatic activity, qHTS titration; O94925; Potency, µM (series often up to 45.5 µM), inactives show top-dose activity change, negative = inhibition, actives largely listed as inhibitors; 410,000 tested, 0.21% active; AID 624170; note: % is set by controls: 0 for no effect and ±100 for the full control effect
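Assay buffer: 45 mM KH2PO4 pH 8.2, 0.02% Tween-20. hKGA acts on L-glutamine (1 mM solution added); product glutamate is reported by an oxidase/peroxidase Amplex Red coupling, with fluorescence taken at baseline and 30 min.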
rTrxR1 inhibitor: blocks rat thioredoxin reductase 1 | Potency, µM (series often up to 114 µM), without a hit: at the top dose activity change, negative = inhibition, hits mostly inhibitors | 390,000 tested, 1% active | recombinant rTrxR1, NADPH fluorescence consumption, selenite substrate | O89049; note: % is set by controls: 0 for no effect and ±100 for the full control effect; nearly all actives have a fitted effect of over 65% in size
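Rat TrxR1 (90 nM in the dispensed reagent) was pre-reduced with 400 uM NADPH for 5 min at room temperature, then incubated with compound for 15 min. After 400 uM selenite was added, NADPH fluorescence (Ex 340/Em 450 nm) was followed for 8 min.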
The depositor's hits bear a star; i = inactive; ? = inconclusive; / = no result given; & = joins results of further samples; [ ] = remark or other dose. Unless noted, calls come from the whole dose curve; as a rule, active = well fitted curve in the direction sought with a large enough effect; inconclusive = small, poorly fitted or top-dose-only effect, or another doubt; inactive = no such curve, though single readings can be large; an effect the other way counts as inactive or inconclusive. Potency is the fitted concentration of half-maximal effect. The list is partial. The share of hits here may be higher or lower than overall.

SMILES | Pin1 inhibitor | RGS4 inh | PGK inhibitor | JMJD2A Tudor | HP1b chromo inh | ERG-DNA inh | 12-LOX inh | GLS inh | rTrxR1 inhibitor
Cc1ccc(SC(=O)COc2ccc(C)c(C)c2)cc1 | 1.8% | ? | -3.7% | 216.9%[activator] | 365.2%[activator] | -1.9% | -16.3% | 16.4% | 8.91µM*
CCNc1nc(SC(C)C(=O)OC)nc(N2CCOCC2)n1 (stereo not given) | -2.2% | 0.3% | 7.1% | -5.0% | 31.3% | -8.3% | 0.0% | -11.7% | 8.5%
CCN(CC)c1ccc(/C=N/N2C(C)CCCC2C)c(O)c1 (stereo not given) | 6.9% | -26.6% | -2.1% | ? | -12.5%[57 µM] | 4.9% | 0.7% | -27.6% | -7.5%
COCC(C)NC(=O)c1cc2c(=O)n3cccc(C)c3nc2s1 (stereo not given) | -0.8% | 8.4% | i | 4.8% | 16.0% | -3.9% | -7.2% | -12.8% | -2.8%
CC(=O)c1ccc(N2CCN(C(=O)Cn3ncc4c3-c3ccccc3OC4)CC2)cc1 | 6.0% | 10.1% | -3.8% | -25.1% | 2.1% | -3.2% | 0.0% | 1.2% | 6.1%
N#CCC(=O)N/N=C/c1ccc(SCC(=O)Nc2ccccc2)o1 | 36.2%[activator] | -36.4% | -2.5% | -19.0% | 14.9% | 18.2% | 1.3% | -7.6% | -8.9%
CCN(C(=O)COC(=O)C(Cc1ccccc1)N1C(=O)c2ccccc2C1=O)C1CCS(=O)(=O)C1 (stereo not given) | 5.1% | 21.9% | -5.9% | -6.5% | 11.7% | -1.1% | 0.4% | 6.5% | -6.5%
COc1ccc(/C=C2/C(=O)N(c3cccc(F)c3)N=C2C)c(OC)c1 | -8.1% | -0.2% | -1.9% | -22.9% | -6.6% | 11.5% | -7.1% | 0.7% | -6.4%
COc1ccc(-c2cc(C(F)(F)F)nc(N)n2)cc1 | 0.2% | -2.5% | -4.0% | -4.9% | ? | 5.2% | 4.5% | -1.4% | 11.8%
CC(=O)Nc1ccc(C2=NN(c3ccccc3)C(c3ccccc3)C2)cc1 (stereo not given) | -6.9% | -43.5%[56.9 µM] | -6.4% | -16.7% | 3.2% | -6.2% | -10.8% | -13.0% | 381.2%[activator]
CC1(NC(=S)NCCO)CCS(=O)(=O)C1 (stereo not given) | 7.3% | -21.6% | -5.6% | 4.8% | 34.3% | -1.5% | 20.8% | -2.2% | 16.4%[57.1 µM]
O=[N+]([O-])c1cc(Cl)cc(/C=N\Nc2ccccn2)c1O | 0.7% | -23.4%[11.4 µM] | -8.3% | 10µM* | 10µM* | -2.8% | 0.0% | ? | 15.5%[57.1 µM]
c1ccc(-n2c(SCC3CCCCO3)nnc2-c2cccs2)cc1 (stereo not given) | 2.4% | 1.2% | -0.3% | -17.8% | 9.3% | / | 0.2% | -4.9% | 24.1%
NC(=O)CN1CCN(c2nc(-c3ccc(F)cc3)cs2)CC1 | -5.7% | -9.2%[11.4 µM] | i | -9.9%[11.4 µM] | -30.4% | 5.7% | -6.1% | 18.5% | -1.7%
COc1cccc(OCCNC(=O)Nc2cc(F)c(F)cc2Cl)c1 | -5.1% | 19.3% | 11.2% | -7.6% | 22.1% | 2.9% | 1.5% | -7.0% | 20.5%
Cc1ccc(C(=O)CSc2nnc(COc3cccc4cccnc34)o2)cc1 | 5.5% | 9.9% | -0.7%[11.5 µM] | -20.8% | -10.9% | / | 2.9% | -3.0% | 35.9%
CC1CC(C)(C)NC(=S)N1CCC(=O)N1CCN(c2ccccc2)CC1 (stereo not given) | 1.2% | -27.3% | -3.6% | -3.6% | 7.1% | -8.2% | ? | -14.5% | 10.8%[57.1 µM]
O=c1nc(-c2ccccc2)c(-c2ccccc2)n[nH]1 | -2.8% | -8.9% | -7.9% | -10.3% | 12.0% | 4.1% | 0.0% | 1.8% | 13.8%
CCOC(=O)c1c(S(=O)(=O)Nc2ccc(C)cn2)c(C)n(C)c1C | -4.5% | -76.9%[56.9 µM] | -6.6% | ? | -1.9% | 1.3% | -8.7% | 18.6% | 31.2%[57.1 µM]
Cc1ccc2[nH]c(=O)c(CN(CC3COCCO3)C(=O)Nc3ccccc3F)cc2c1 (stereo not given) | 0.2% | 44.0% | -2.4% | -18.8% | 20.0% | 7.3% | 1.8% | -13.6% | -0.7%[57.1 µM]
O=C(NCCCl)c1ccc(OCc2ccccc2)cc1Cl | 4.4% | 3.7% | -10.1% | -7.9% | 54.2%[activator] | -4.2% | ? | -1.6% | 1.6%
COc1ccc(Cl)cc1NC(=O)CN1c2ccccc2CC1C (stereo not given) | 18.3% | -0.5% | 5.4% | -25.1% | 12.2% | -0.9% | -1.9% | -9.1% | 0.3%[57.1 µM]
COc1ccc(OCCOCCN2CCc3ccccc3C2)cc1 | -2.4% | 7.3% | -5.9% | 2.51µM* | ? | -5.9% | -20.6% | / | -2.3%
Oc1ccc(/C=N\Nc2cc(N3CCOCC3)nc(N3CCOCC3)n2)c(O)c1 | 29.6% | -35.9% | -4.2% | ? | -15.9% | -8.5% | 3.5% | 3.7% | -6.2%
Nc1nc(N)c(N=O)c(OCC2CCCCC2)n1 | 0.6% | 1.7%[56.9 µM] | 3.6% | ? | 8.6% | -3.4% | ? | 17.0% | -11.4%[57.1 µM]
CCOc1ccc(N(C)S(=O)(=O)c2cc(-c3cc(C)no3)ccc2CC)cc1 | 7.1% | 4.0%[11.4 µM] | -2.9% | 22.9% | 57.0%[activator] | -3.3% | -5.6%&-22.8% | -4.3% | 15.1%
CC(C)(C)n1nnnc1C(c1ccc(C#N)cc1)N1CCCC2(CCCCC2)C1 (stereo not given) | 9.3% | 12.2% | i[11.5 µM] | -13.1% | 13.6% | / | 13.4% | -1.8% | 19.1%
CC(C)CCNC(=O)Cc1ccc(NC(=O)N2CCCCc3ccccc32)cc1 | 1.4% | -10.0% | 9.3% | -10.7% | 28.4% | -24.4% | -25.9% | -0.3% | 15.1%[57.1 µM]
COc1ccc(C)cc1NC(=O)c1nnn(Cc2cccc(C(F)(F)F)c2)c1N | -3.2% | -18.3% | -3.9% | -1.7% | 26.7% | 1.7% | 1.2% | 3.8% | 16.2%[57.1 µM]
COc1ccc(NC(=O)c2ccc3c(c2)S(=O)(=O)c2ccccc2C3=O)cc1 | -11.3% | -6.8% | -9.2% | -9.3% | 33.0% | -29.4% | 2.1% | -1.9% | 4.9%
CCOc1ccccc1CNC(=O)Cn1c(=O)oc2ccccc21 | 0.7% | 31.7% | 2.8% | -12.8% | 27.0% | 10.0% | 6.3%[57.4 µM] | 0.5% | 7.3%
Cc1ccc(Nc2ncc3c(=O)[nH][nH]c(=O)c3n2)cc1 | 0.4% | 5.8% | -2.0% | -35.2% | 27.6% | -1.8% | -2.2% | -0.1% | 6.0%
O=C1[C@@H]2Cc3c([nH]c4ccccc34)C(c3ccccc3)N2C(=O)CN1C1CC1 (stereo not given in full) | 4.3% | -9.8% | 0.1% | -28.4% | 13.3%[57 µM] | 3.4% | ? | 1.3% | 1.3%
Cc1ccc(S(=O)(=O)N2[C@@H](c3ccccc3)C(C(=O)O)=CC[C@H]2c2ccc3c(c2)OCO3)cc1 | -8.8% | -12.9% | -5.7% | -4.2% | 40.7%[activator] | 5.1% | ? | 18.4% | 20.4%[57.1 µM]
CCC1CN(C(=O)N2CCC(C(=O)N3CCN(c4cc(C)ccc4C)CC3)CC2)c2ccccc2O1 (stereo not given) | -4.1% | 15.9% | 2.7% | -1.3% | 57.6%[activator] | -0.4% | -1.2% | 9.5% | 16.4%
COc1ccc(/C=C(\NC(=O)c2ccccc2)C(=O)N2CCC(C)CC2)cc1 | 3.8% | -12.5% | 7.3% | -10.8% | 41.0%[activator] | 18.6% | ? | 5.6% | -6.1%[57.1 µM]
O=C(O)CSC1c2ccccc2C(=O)N1c1ccccc1 (stereo not given) | -0.1% | -9.4% | -6.9% | -22.9% | 23.8% | 5.9% | -4.0% | ? | -4.2%
COc1ccc(Nc2nnc(-c3ccc(N4CCOCC4)c([N+](=O)[O-])c3)c3ccccc23)cc1 | 0.3% | 4.0% | i | -22.9% | 2.5% | -5.3% | 20.4% | 0.0% | -1.4%
COc1ccc([C@@H]2CC=C(C(=O)O)[C@H](c3cccc(Cl)c3)N2S(=O)(=O)c2ccc(Cl)cc2)cc1 | -3.1% | -3.6% | -13.4% | -12.0% | 34.4%[activator] | -17.4% | ? | 40.9%[activator] | 9.2%[57.1 µM]
CCOC(=O)c1ccc(NC(=O)NCc2ccccc2)cc1 | -7.7% | 7.4% | -4.5% | -3.5% | 39.9%[activator] | 0.4% | -7.8% | 13.9% | 1.7%
COc1cc(Nc2nc3ccc(Cl)cc3nc2-n2nc(C)cc2C)cc(OC)c1 | ? | -5.4% | -0.6% | 48.3%[activator] | 27.8% | -3.7% | -16.2% | -6.2% | 6.0%

Quoted from the results shown for reference:
SMILES | Pin1 inhibitor | RGS4 inh | PGK inhibitor | JMJD2A Tudor | HP1b chromo inh | ERG-DNA inh | 12-LOX inh | GLS inh | rTrxR1 inhibitor
CCOc1ccccc1CNC(=O)Cn1c(=O)oc2ccccc21 | 0.7% | 31.7% | 2.8% | -12.8% | 27.0% | 10.0% | 6.3%[57.4 µM] | 0.5% | 7.3%
Cc1ccc(Nc2ncc3c(=O)[nH][nH]c(=O)c3n2)cc1 | 0.4% | 5.8% | -2.0% | -35.2% | 27.6% | -1.8% | -2.2% | -0.1% | 6.0%

From PubChem BioAssay
